GPR7 antag – GPR7 receptor antagonists, primary screen, cell-based, fluorescence, single concentration; Neuropeptides B/W receptor type 1 (Homo sapiens), P48145; GPR7-expressing cells, fluorescence antagonist assay; inhibition, % at 4.4 µM; 290,000 compounds, 1.1% hits; AID 1861, 2009; in the data active = inhibition above about 16%, passing the limit was not always enough;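 also: cells stimulated with the agonist NPW; 0% = agonist with vehicle and 100% = vehicle without agonist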
PHOSPHO1 inh – PubChem AID 1565. recombinant PHOSPHO1, absorbance phosphatase assay. inhibition, % at 13.3 µM. 290,000 compounds, 1.1% hits; in the data active = inhibition above about 60%
Target sequence (Q8TCT1 whole entry, looked up): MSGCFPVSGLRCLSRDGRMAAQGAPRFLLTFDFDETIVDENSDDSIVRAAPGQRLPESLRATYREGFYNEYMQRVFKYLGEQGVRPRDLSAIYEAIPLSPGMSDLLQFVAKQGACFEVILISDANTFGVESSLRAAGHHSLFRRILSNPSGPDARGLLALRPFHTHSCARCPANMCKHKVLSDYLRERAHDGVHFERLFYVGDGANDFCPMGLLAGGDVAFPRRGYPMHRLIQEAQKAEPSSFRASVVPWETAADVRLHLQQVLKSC
NS3 helicase inh – inhibitors of HCV NS3 helicase, primary screen, biochemical, Cy5 molecular beacon fluorescence; Hepatitis C virus NS3 helicase; NS3 helicase DNA unwinding; inhibition, % at 10.9 µM; 290,000 compounds, 0.56% hits;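 active = inhibition above the mean of all tested compounds plus 3 SD, set per campaign, cut at about 35% in these data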;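 also: 0% = DMSO wells and 100% = thioflavine S control wells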
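Material: hepatitis C virus NS3 helicase domain fragment enzyme; measured by: Cy5 fluorescence, 0 and 60 min reads; control set: DMSO and thioflavine S; incubation: 60 min unwinding reaction at 25 °C after ATP addition; read-out basis: % inhibition from 60/0 min fluorescence ratio, DMSO 0%, thioflavine S 100%; repeats: singlicate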
GalR3 antag – GalR3 antagonists in HEK293 cells, primary screen, cell-based, fluorescence readout. 360,000 compounds, 0.44% hits. AID 651719, 2012. inhibition, % at 3 µM. Galanin receptor type 3 (Homo sapiens), O60755. HEK293 GalR3-CNG cAMP membrane potential fluorescence; galR3 body fused to GalR1 C-terminus;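 active = inhibition above the screen-wide average plus 3 SD, cut at about 13% in these data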;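 also: forskolin and galanin both at EC90 stimulate the cells; cAMP rise reported by CNG channel membrane potential dye signal; 0% = forskolin plus galanin with DMSO and 100% = forskolin alone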
Target sequence (O60755 1-299 limits assumed): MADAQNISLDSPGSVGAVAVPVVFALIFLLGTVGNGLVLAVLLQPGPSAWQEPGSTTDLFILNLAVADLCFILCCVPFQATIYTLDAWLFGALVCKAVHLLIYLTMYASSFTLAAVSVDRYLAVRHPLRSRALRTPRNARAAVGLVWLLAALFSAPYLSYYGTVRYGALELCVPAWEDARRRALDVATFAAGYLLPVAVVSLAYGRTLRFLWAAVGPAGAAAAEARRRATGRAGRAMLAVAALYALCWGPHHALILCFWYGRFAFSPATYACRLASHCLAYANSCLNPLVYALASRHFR
IMP-1 inh – IMP-1 metallo-beta-lactamase inhibitors, primary screen, biochemical, epi-absorbance readout, Pseudomonas aeruginosa enzyme. metallo-beta-lactamase IMP-1 (Pseudomonas aeruginosa). purified IMP-1, nitrocefin hydrolysis, epi-absorbance fluorescence. inhibition, % at 5.6 µM. 290,000 compounds, 0.45% hits;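 active = inhibition above the mean plus 3 SD of all compounds in the same screening run, cut at about 4.5% in these data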;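 also: 0% = IMP-1 with DMSO and 100% = DMSO wells lacking enzyme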
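Assay system: purified IMP-1; Quantity: IMP-1 0.2 nM before substrate addition; Medium: HEPES buffer pH 7.1 with ZnSO4 and Brij 35; Incubation: 15 min enzyme–compound preincubation, then 25 min nitrocefin reaction, 25 °C; Signal: fluorescence quenching readout, ex 480/em 530 nm; Controls: DMSO with and without IMP-1; Repeats: singlicate testing.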
V1aR counter – agonists of human V1a receptor, primary screen, counter-screen for OXTR agonist project, fluorescence, CHO-V1R cells. 320,000 compounds, 0.25% hits. Vasopressin V1a receptor (Homo sapiens), P37288. Fluo-8 calcium fluorescence, agonist mode; 0% DMSO, 100% 3 nM vasopressin. AID 2797, 2010. activation, % at 3 µM;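 active = activation above the mean activation of all tested compounds plus 3 SD, per screening run, cut at about 20% in these data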;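 also: signal is peak over basal fluorescence ratio across a 100 second FLIPR read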
Target sequence (P37288 whole entry, looked up): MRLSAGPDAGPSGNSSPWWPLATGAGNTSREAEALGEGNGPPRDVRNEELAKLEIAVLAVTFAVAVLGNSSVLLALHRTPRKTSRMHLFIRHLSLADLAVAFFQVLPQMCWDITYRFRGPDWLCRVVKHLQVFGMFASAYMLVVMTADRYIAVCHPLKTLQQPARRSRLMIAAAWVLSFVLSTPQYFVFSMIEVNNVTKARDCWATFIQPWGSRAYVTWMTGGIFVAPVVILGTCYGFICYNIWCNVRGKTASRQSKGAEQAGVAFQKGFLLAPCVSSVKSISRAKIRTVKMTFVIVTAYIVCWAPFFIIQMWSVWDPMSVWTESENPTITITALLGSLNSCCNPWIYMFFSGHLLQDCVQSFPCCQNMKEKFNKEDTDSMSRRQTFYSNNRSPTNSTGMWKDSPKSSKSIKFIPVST
FID counter – compounds displacing fluorescent DNA intercalator, primary screen, artefact control for HCV NS3 helicase inhibitor project, biochemical, FID fluorescence; DNA fluorescent intercalator displacement; inhibition, % at 7.9 µM; 290,000 compounds, 0.17% hits; AID 1845, 2009; in the data active = inhibition above about 37%;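 also: 0% = vehicle and 100% = reference compound; higher means more ethidium bromide displaced from hairpin DNA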
OXTR ag – human OXTR agonists, primary screen, fluorescence, CHO-OTR cells, Fluo-8 calcium. activation, % at 3 µM. 320,000 compounds, 0.32% hits. Fluo-8 calcium fluorescence; normalized: DMSO 0%, oxytocin 100%. Oxytocin receptor (Homo sapiens), P30559;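 active = activation above the mean of all tested compounds plus 3 SD, cutoff set per screening run, cut at about 20% in these data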;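 also: peak over basal fluorescence ratio from a 100 s FLIPR kinetic read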
VIM-2 inhibitor – VIM-2 metallo-beta-lactamase inhibitors, primary screen, biochemical, epi-absorbance readout, Pseudomonas aeruginosa enzyme. inhibition, % at 5.6 µM. AID 1527, 2009. 290,000 compounds, 0.89% hits. purified VIM-2, nitrocefin hydrolysis, epi-absorbance fluorescence;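 active = inhibition above the mean of all tested compounds plus 3 SD, cutoff set per screening run, cut at about 7.5% in these data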;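 also: red hydrolysis product quenches plate fluorescence so inhibitors raise well fluorescence; 0% = enzyme with DMSO and 100% = DMSO without enzyme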
Numbers without * were called inactive; . = not tested or not shown.

SMILES	GPR7 antag	PHOSPHO1 inh	NS3 helicase inh	GalR3 antag	IMP-1 inh	V1aR counter	FID counter	OXTR ag	VIM-2 inhibitor
O=C(CC1C(=O)N(Cc2ccccc2)C(=S)N1CCN1CCOCC1)Nc1ccc(F)cc1 (stereo unspecified)	17	-1	-14	-4	-2.4	3.8	-1	7.3	-2.5
Cc1ccc2nc(NCc3ccccc3)c(C#N)cc2c1	-13	-6	0	-6	-5.7	-0.7	2	-0.4	-4.0
Cc1ccc(-n2nnnc2SCC(=O)NC(C(=O)O)(c2ccccc2)c2ccccc2)cc1C	-4	-15	13	-3	-0.7	-0.3	-27	-0.9	-1.1
COc1ccc(S(=O)(=O)Nc2c(C(=O)O)[nH]c3ccc(OC)cc23)cc1	-16	-79	6	2	-2.8	-0.7	-30	0.0	3.2
COc1ccc(NC(=O)c2ccc(-n3cncn3)c([N+](=O)[O-])c2)cc1	0	34	-5	-1	-1.9	1.5	2	0.2	-3.2
O=C(O)CSc1nnc(-c2cccc(S(=O)(=O)N3CCOCC3)c2)n1-c1cccc(Cl)c1	-6	-12	-5	-5	-2.1	0.7	-24	0.2	0.2
Cc1ccccc1N=C(NOCc1ccc(Cl)cc1Cl)c1nonc1N	14	-10	0	-3	1.5	1.4	-1	2.0	-1.9
Cc1cc(C)c2c(n1)SCC(=O)N2CC(=O)Nc1ccc(Br)c(C)c1	-2	13	-1	-5	-0.7	4.5	-40	0.5	-0.2
CC(=O)c1cnc2c(-c3ccc(Cl)cc3)c(C)nn2c1C	-2	0	-1	1	-3.3	-0.5	-2	0.8	-0.3
O=C(Nc1nc(-c2ccc(F)cc2)cs1)c1cccc(N2C(=O)CCC2=O)c1	-8	.	4	-5	-2.2	6.2	-15	4.8	-3.1
Oc1ccc(-n2nnnc2SCc2ccccc2Br)cc1	-6	-63	11	.	-0.1	.	-6	.	-1.0
O=C(CSCc1cccs1)N1CCCC1	-2	31	-3	1	-1.7	0.4	-6	0.8	-0.1
CCN(CC)C(=O)CSc1nc2cc3c(cc2c(=O)n1Cc1ccc(OC)cc1)OCO3	-10	-1	12	0	-1.7	0.5	-4	-0.2	-3.5
COc1cccc(Nc2nnc(SCC(=O)N(CC(C)C)CC(C)C)s2)c1	-6	23	-7	-4	-2.8	1.4	-30	-0.7	-2.9
C=CCN1C(=O)S/C(=C/c2ccc(Sc3nc4ccccc4[nH]3)o2)C1=O	54*	-4	-6	-5	-2.7	16	-7	15	-1.5
COC(=O)CNC(=O)CSc1nnc(-c2ccc(OC)cc2)n1CC(C)C	-7	-19	6	-3	-3.4	-0.1	-13	-0.1	-2.5
CCS(=O)(=O)c1nn2c(N)c(/C=C3/C=CC(=O)C(OC)=C3)c(=O)nc2s1	-7	-7	11	-5	-2.0	1.4	-5	3.5	-3.5
O=C(CCc1ccccc1)Nc1c(F)cccc1F	-14	.	7	-2	-3.0	0.3	0	0.5	-2.3
CCc1cc2c(-c3ccccc3)cc(=O)oc2cc1OC(C)C(=O)NCC1CCC(C(=O)O)CC1 (stereo unspecified)	-5	-12	20	-7	-2.2	-0.3	-47	0.7	0.8
Cc1cccc(NC(=O)Cn2nnc(C(=O)Nc3ccc(F)c(Cl)c3)c2N)c1	0	48	23	-5	0.0	0.9	-22	0.1	-6.7
O=C(c1ccc2ccccc2n1)N1CCN(c2ccccc2Cl)CC1	-8	17	1	-2	-4.3	-0.1	-18	-1.2	0.1
COc1ccc(N(CC(=O)Nc2cc(OC)c(OC)cc2C(=O)O)S(=O)(=O)c2c(C)noc2C)cc1	-4	12	15	7	-2.5	1.6	-22	-0.3	-3.2
N#CC1=C(N)Oc2n[nH]c(-c3ccccc3)c2C1c1ccncc1 (stereo unspecified)	5	20	13	-6	-3.5	-0.2	2	-1.3	-0.6
S=C(NCCc1ccccc1)NCCc1ccccc1	6	-17	-18	-4	-3.0	0.6	-2	-2.1	-1.4
O=C(NNC(=O)c1ccc[nH]1)c1cc(Cl)cc(Cl)c1	-8	28	6	-3	-1.4	0.3	-4	-0.2	-0.8
CCOc1cc(NC(=O)CCl)c(OCC)cc1NC(=O)CCl	-7	14	14	4	-3.8	-1.2	0	-2.4	-1.2
NS(=O)(=O)c1ccc(CCN2C(=O)/C(=C\c3ccc(Cl)cc3)SC2=S)cc1	-8	-13	10	-10	-3.5	1.0	-3	1.5	-1.0
CC(C)OP(=O)(OC(C)C)C(NC(=O)c1ccccc1Br)C(N)=O (stereo unspecified)	-7	6	-5	-4	-3.6	0.4	-4	-0.2	-1.4
Cc1ccccc1C(C(=O)NC1CCCC1)N(C(=O)CNC(=O)c1ccco1)c1cccnc1 (stereo unspecified)	-9	34	7	.	-0.9	0.1	-13	-0.9	-2.9
CC1=CN2CC(O)CN=C2C=C1 (stereo unspecified)	-4	-2	7	-5	0.0	0.6	0	0.0	-2.4
CC(C)(C)NC(=O)NC(=O)COC(=O)Cc1coc2ccc3ccccc3c12	-11	-4	-8	-3	-1.9	2.2	-31	0.9	-1.1
C=CCSc1nnc(N2C(=O)C(O)=C(C(=O)c3ccco3)C2c2ccccc2F)s1 (stereo unspecified)	-6	7	14	-2	-0.5	7.8	-34	-0.3	0.2
Cc1ccc(C)c(Oc2cc(NC(=O)CCCn3nc(C)c([N+](=O)[O-])c3C)cc([N+](=O)[O-])c2)c1	-11	3	-1	0	-3.6	0.9	-8	1.6	0.6
CC(=O)N1CCN2C(=O)C1CCCC(=O)c1cc(C(C)C)ccc12 (stereo unspecified)	-9	12	6	-4	-2.9	0.5	0	0.6	-2.9
CC1CCCC(C)N1C(=O)CN1C(=O)C(C)(C)Oc2ccc(C(=O)NC3CCCC3)cc21 (stereo unspecified)	15	-17	2	-1	-1.7	0.9	-37	-1.2	-3.1
CC(C)(C)/C=N/NC(=O)CNC(=O)c1ccc2c(c1)OCCO2	-4	16	5	-6	-1.3	-0.7	-6	-1.0	-4.0
O=C(Nc1ccccc1)OCc1cc(-c2ccc(Cl)cc2)on1	7	-16	-1	-4	1.2	0.5	-4	-1.8	4.3
COc1cccc(CN2CCN(Cc3ccccc3C(F)(F)F)CC2)c1	-20	35	-17	-4	0.1	-1.5	10	-1.3	0.9
NC(=O)CSc1nnc(Cn2cnc3ccccc32)o1	1	30	16	-5	1.0	0.2	-5	0.6	1.9
Cc1ccc(/C=N/NC(=O)c2ccncc2)s1	-20	-8	0	-3	-1.8	0.0	-3	-0.9	-3.8
Cc1ccc(NC(=S)Nc2ccc(OC(F)F)c(Cl)c2)cc1F	-5	8	-2	-4	-0.2	3.9	-1	5.1	-1.5
CC(C)Cc1nnc(NC(=O)C23CC4CC(CC(C4)C2)C3)s1	17	-20	-4	2	-0.5	-0.5	-27	0.2	1.7
O=Nc1ccc(NOC(=O)c2ccccc2Br)cc1	-2	-6	6	0	-2.0	-0.3	2	-0.9	1.3
Cc1cccc(OCC(=O)N/N=C/c2cccn2C)c1	-6	32	1	-4	-1.2	1.1	-13	0.3	-1.7
Cc1[nH]c(=S)c(C#N)c(C)c1CC(=O)c1ccc(Br)cc1	-5	.	1	-5	-5.4	-0.2	-8	1.1	-2.7
O=C(O)CCCNC1=NCCC1	-7	-8	-4	0	-2.8	0.9	-6	0.2	-0.8
COCCCNc1nc2ccccc2nc1NS(=O)(=O)c1cc(Cl)ccc1Cl	-11	11	-6	-11	-4.9	11	-48	7.6	-1.3
CCn1ncc(C2=NOC(C(=O)NCCc3ccccc3)C2)c1C (stereo unspecified)	8	-9	-4	-3	0.1	1.4	-5	0.5	-1.9
O=C(Nc1ccc2oc(-c3ccncc3)nc2c1)c1ccco1	7	31	14	-2	-0.6	1.2	-24	2.2	2.3
Cc1ccc(-c2ccc(C(=O)Nc3ccccc3)o2)c2ccccc12	1	-9	21	-9	2.0	0.5	-15	-0.8	-0.9
COCCNC(=S)N/N=C(\C)c1cccc(OC)c1	-2	-106	10	-5	-1.9	-0.1	-6	-1.7	0.1
O=C(c1ccc(N2CCOCC2)nc1)N1CCCCC1	-5	-1	-1	-5	-2.9	-0.2	-3	0.4	-1.4
CC1=CC(C)C2C(=O)N(c3ccccc3)NC(=O)C2C1 (stereo unspecified)	-3	16	-6	-7	-1.0	0.9	-1	-0.5	-1.3
CN(CC(=O)NCc1ccc2c(c1)OCO2)S(=O)(=O)c1ccc(Br)s1	0	8	1	1	-3.6	1.5	-8	0.5	1.3
O=C(Nc1ccc(CN2CCCCC2)cc1)Nc1ccc(Br)cc1Cl	5	34	-16	-7	-2.6	0.8	4	3.3	0.1
O=C(CN1CCN(c2ccc(F)cc2)CC1)NCc1ccc(F)cc1	-9	29	16	-8	-4.3	2.5	-27	0.5	-3.7
CNc1ccccc(-c2ccc3ccccc3n2)c1=O	0	-32	9	2	2.3	1.4	-12	1.1	4.2
Cc1noc(NS(=O)(=O)c2ccc(NC(=O)CCCOc3ccc(Cl)cc3Cl)cc2)c1C	-24	5	18	-6	-5.8	-0.2	-15	0.5	-3.2
COC(=O)C1=C(C(=O)OC)[C@@H]2N(C)c3ccccc3[C@@]23C[C@@H](CO)N(C(=O)NCCBr)C3=N1	.	26	.	-6	.	-0.7	.	-1.1	.
O=C(NCc1ccc(N2CCCC2=O)cc1)Nc1ccccc1	-12	-7	-30	-4	-2.3	0.3	-2	0.2	-1.6

Part of the list above, reformatted.
Values run as follows: GPR7 antag, PHOSPHO1 inh, NS3 helicase inh, GalR3 antag, IMP-1 inh, V1aR counter, FID counter, OXTR ag, VIM-2 inhibitor
CNc1ccccc(-c2ccc3ccccc3n2)c1=O
  0, -32, 9, 2, 2.3, 1.4, -12, 1.1, 4.2
CCn1ncc(C2=NOC(C(=O)NCCc3ccccc3)C2)c1C (stereo unspecified)
  8, -9, -4, -3, 0.1, 1.4, -5, 0.5, -1.9

(list continues)
SMILES	GPR7 antag	PHOSPHO1 inh	NS3 helicase inh	GalR3 antag	IMP-1 inh	V1aR counter	FID counter	OXTR ag	VIM-2 inhibitor
Cc1ccccc1C(=O)Nc1ccccc1NC(=O)c1ccccc1C	-2	33	-5	-8	-3.1	.	-20	.	-2.4
O=c1[nH][nH]c2cc(=O)n(-c3ccc(Cl)cc3)nc12	-15	15	9	-4	-0.6	0.3	-12	0.8	-2.7
COCc1cc(=O)[nH]c(=S)[nH]1	13	-2	-1	-7	-0.7	0.1	0	-0.9	-1.2
Cc1ccc(N2CCN(CCCCN3C(=O)C4CCCN4C3=O)CC2)cc1 (stereo unspecified)	-1	-12	5	-12	-4.8	-0.2	3	-0.1	-0.5
Oc1oc(-c2ccccc2)nc1C=NCc1ccncc1	-3	17	11	-2	-1.9	0.1	-5	-0.2	-2.9

High-throughput results: PubChem BioAssay, several laboratories
